IkB sig inh: inhibitors of IkB signaling in ABC-DLBCL cells | ABC-DLBCL IkBa-CBG/CBR dual luciferase ratio, 4 h; response scale: scaled: untreated 0%, proteasome inhibitor 100% | Potency, µM (series often up to 57.1 µM), inactives show top-dose IkBa stabilization activation | 0.04% of 110,000 active; active = well fitted curve in the direction sought with a large enough effect in the signal ratio, not every such curve was filed as active; inconclusive = small, poorly fitted or top-dose-only effect, or a change in a side signal; the % refers to the signal ratio;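 also: the direction sought is a rising ratio; 0% = basal untreated cells and 100% = reference inhibitor full response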
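Curves were fitted separately to fusion (green), unfused (red) and ratio luminescence, then classed by r2, magnitude and activity. Cells: OCI-Ly3, 4 h compound plus doxycycline at 37C; 10 uM MG-132 defined full response.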
Peg3 imprint: inducers of genomic imprint erasure in mouse ES cells | 0.02% of 110,000 active | AID 1948 | Potency, µM (series often up to 60.7 µM), for the others: top-dose activity change, positive = activation, hits mostly activators | mouse ES Peg3-LacZ reporter, beta-gal luminescence, 40 h;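 also: 0% = negative control wells on the plate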
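Each well holds 300 Peg3LacZ-Neo (maternal) female ES cells incubated 40 h at 37C, 5% CO2. LacZ is measured by BetaGlo luminescence, with AC50 and maximum efficacy derived from dose-response curves.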
p53ts 39C kill: cytotoxicity in p53ts cells at nonpermissive temperature | H1299-p53A138V viability at 39C, ATP luminescence, 24 h | Potency, µM (titrated, usually from 46.1 µM), for the others: at the highest dose activity change, negative = cell killing, most hits filed as cytotoxic | 1.5% of 130,000 active; also: nearly all actives have a fitted effect of over 55% in size
p53ts 32C kill: p53ts cell cytotoxicity, permissive temperature; H1299-p53A138V at 32C, ATP luminescence viability, 24 h; Potency, µM (series often up to 46.1 µM), without a hit: at the highest dose activity change, negative = cytotoxicity, usual class: cytotoxic; 0.93% of 130,000 active;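 also: 0% = DMSO and -100% = full killing by reference compound; nearly all actives have a fitted effect of over 55% in size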
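H1299-p53 A138V cells (temperature-sensitive p53) exposed 24 h to up to 46 uM compound at 32C, where p53 is wild-type in conformation. Viability read as ATP luminescence and normalised to DMSO and 100 uM tamoxifen. AC50 fitted with the Hill equation.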
* hit, by the source's call; ? = inconclusive; · = no result given; & = joins results of further samples; [ ] = dose if it differs, or a comment. Unless noted, calls follow the shape of the dose curve; as a rule, active = well fitted curve in the direction sought with a large enough effect; inconclusive = small, poorly fitted or top-dose-only effect, or another doubt; inactive = no such curve, though single readings can be large; an effect the other way counts as inactive or inconclusive. Unless noted, % is scaled to controls: 0 for no effect and ±100 for the full control effect; potency is read from the fitted curve at half-maximal effect.

cpd | smiles | p53ts 32C kill | p53ts 39C kill | Peg3 imprint | IkB sig inh
1 | O=C(c1cccc(F)c1)N1CCC2(CC1)CCN(c1cccc(-c3ccccc3)c1)CC2 | -5% | 4% | · | 3.1%[11.4 µM]
2 | CCS(=O)(=O)c1ncc(Cl)c(C(=O)Nc2c(C(=O)c3ccc(C)cc3)oc3ccccc23)n1 | -2% | -23% | -27%[10.9 µM] | ?
3 | O=C(CSc1ncc(-c2ccccc2)n1CC1CCCO1)N1CCCCC1 (stereo unspecified) | -1% | 0% | -9% | 0.7%
4 | COc1cc(Cl)c(S(=O)(=O)N2CCOCC2)cc1Cl | -13% | 11% | -7% | 0.2%
5 | Cc1ccc2c(c1)NCC(C(=O)NCc1ccccc1)O2 (stereo unspecified) | -1% | 4% | -15% | 3.1%
6 | COc1ccc(C2=Nn3c(nnc3-c3ccc(OC)cc3)SC2)cc1 | -2% | -15% | -21% | 3.8%
7 | Cc1nnn(-c2nonc2N)c1C(=O)N/N=C/c1cccc2ccccc12 | 10% | -17% | · | ·
8 | Cc1cc(S(=O)(=O)Nc2cc3c(cc2Cl)n(C)c(=O)c(=O)n3C)ccc1F | -3% | 1% | -4%[10.9 µM] | ?
9 | O=S(=O)(/C=C/c1ccccc1)Nc1ccc(N2CCOCC2)cc1 | -3% | 10% | -17% | 0.7%
10 | COc1ccccc1-c1nc(-c2ccccn2)no1 | 4µM* | 5µM* | -94%[inhibitor] | ?
11 | N#Cc1c2n(cnc1=O)CCCCC2 | 3% | 12% | 4% | -0.5%
12 | CC1CN(c2nn3c(=O)c4ccccc4nc3c3ccccc23)CC(C)O1 (stereo unspecified) | -6% | 12% | -6% | ?
13 | CC(=O)NC1=NN(C(C)=O)C(C)(c2ccc(Cl)s2)S1 (stereo unspecified) | 6% | 6% | · | ·
14 | O=C(Nc1ccccn1)c1c(O)c2cccc3c2n(c1=O)CCC3 | -4% | 9% | 4% | 0.3%
15 | O=C(O)C1CCNCC1 | 4%&26% | -5%&6% | -7% | 3.0%
16 | Cc1ncoc1C(=O)Nc1cccc(Cl)c1 | 1% | 5% | -75%[inhibitor] | 0.1%
17 | CC(C)c1ccc(OCC(=O)NCC(c2ccc(Cl)cc2)N2CCOCC2)cc1 (stereo unspecified) | -5% | -8% | -5%[10.9 µM] | ?
18 | O=C(CN1CCN(c2ccccc2)CC1)Nc1ccccc1C(F)(F)F | 1% | 0% | 1% | 8.2%
19 | Cc1cc(C)nc(N(C#N)CN2C(=O)c3ccccc3S2(=O)=O)n1 | -10% | -14% | 2% | ?
20 | CCC(C(=O)Nc1ccc(C(=O)OC)cc1)n1nc(-c2ccc(C)cc2)c2c(c1=O)CCCC2 (stereo unspecified) | 21% | -8% | 16%[10.9 µM] | 0.1%
21 | CNc1nc(Oc2ccc(=O)n(C)n2)nc(N2CCOCC2)n1 | 1% | 7% | -8%[10.9 µM] | -1.4%
22 | CCOC(=O)c1[nH]c2ccc(F)cc2c1NC(=O)CN1CCc2cc(OC)c(OC)cc2C1 | 1% | 4% | -22% | ?
23 | Cc1cc(C)c(NC(=O)CS(=O)CC(=O)N2CCN(c3ccccc3)CC2)c(C)c1 (stereo unspecified) | 5% | -3% | -13% | 0.2%
24 | COc1ccc(-c2ccc(CCC(=O)O)n2C(C)C)cc1 | 11% | 9% | -13% | -1.3%
25 | COc1ccccc1OCCC(=O)OCC(=O)Nc1cccc(Br)c1 | 21% | 8% | · | ·

cpd | smiles | p53ts 32C kill | p53ts 39C kill | Peg3 imprint | IkB sig inh
26 | COC(=O)c1ccc(CSc2ccccc2C)o1 | 10% | -5% | -38%[inhibitor] | 4.3%
27 | CCN(CC)CCn1c(-c2ccccc2)nc2c(N3CCOCC3)nc(C)nc21 | -1% | -5% | -7% | ·
28 | CCOC(=O)C1=C(c2ccccc2)N2CCS(=O)(=O)N=C2S1 | -24% | 6% | -2% | -0.7%
29 | N#CC(C(=O)NC1CCCCC1)c1nc2ccccc2nc1N1CCN(c2ccc(F)cc2)CC1 (stereo unspecified) | 6% | 9% | -7% | -1.9%
30 | Cc1nc2cnc(Nc3ccccc3)nc2n(C[C@H]2CCCO2)c1=O | 12% | -2% | -3% | -1.7%[11.4 µM]
31 | COc1ccc(C)cc1-n1nnnc1SCc1cn2ccsc2n1 | -5% | -5% | -5% | -0.6%
32 | Cc1ccc(NC(=O)Cn2c(=O)n(CC(=O)NCCc3ccccc3)c(=O)c3ccccc32)cc1C | -28% | 10µM* | 14%[10.9 µM] | ?
33 | CC(C)CC(c1nnnn1Cc1ccccc1)N1CCC(C(N)=O)CC1 (stereo unspecified) | 4% | 16% | · | ·
34 | COCCNC(=O)COc1ccccc1Cl | -3% | 0% | -11% | -1.2%
35 | COc1cccc(Cn2c(=O)cnc3cnc(N(C)C)nc32)c1 | -4% | -3% | ? | -2.6%[11.4 µM]
36 | CCc1ccccc1NC(=O)COC(=O)C1CC(=O)N(c2ccc(F)cc2)C1 (stereo unspecified) | 0% | 6% | -21% | 0.2%
37 | CCOc1ccc(C(=O)Nc2ccc(-c3nc4cc(CC)ccc4o3)cc2)cc1 | -2% | 2% | 1%[10.9 µM] | ?
38 | COc1ccccc1CNc1nc2nc(C)c(Cl)c(=O)n2[nH]1 | 2% | 0% | -44%[inhibitor] | ?
39 | CC(C)(C)C(=O)CSc1nc2ncc(Br)cc2[nH]1 | -3% | -5% | -13% | -2.5%
40 | CCOc1cccc(C2c3c(-c4cc(C)ccc4O)n[nH]c3C(=O)N2Cc2ccco2)c1 (stereo unspecified) | 37%[activator] | ? | 13%[10.9 µM] | ?
41 | Cc1ccc(-c2ccc(CCC(=O)O)n2-c2ccc(C(N)=O)cc2)cc1 | -5% | 9% | -5%[10.9 µM] | ?
42 | Cc1cc(C)c2c(=O)cc(C(=O)Nc3ccc(S(=O)(=O)Nc4nc(C)cc(C)n4)cc3)oc2c1 | 7% | -18% | -5%[10.9 µM] | ?
43 | Cc1nnc(SCC(=O)N2CCc3ccccc32)s1 | 4% | 8% | -23% | 0.0%
44 | COc1ccc2cc(C(c3nnnn3C3CCCC3)N3CCCCCC3)c3nnnn3c2c1 (stereo unspecified) | -12% | -4% | · | ·
45 | Cc1n[nH]c(C)c1Cc1ccc(C(=O)O)cc1 | 0% | 15% | 7% | 0.4%
46 | Cn1cnnc1SCC(=O)OCN1C(=O)c2ccccc2C1=O | -2% | 11% | -1% | -1.7%
47 | O=C(CSC1=NC(=O)C(Cc2ccccc2)C(=O)N1)Nc1ncccn1 (stereo unspecified) | 5% | 4% | -1% | 1.1%
48 | Cc1ccc(Cl)cc1NC(=O)CN1C(=O)CSc2ccc(S(=O)(=O)N3CCCC3)cc21 | 7% | -8% | -24%[10.9 µM] | 0.4%
49 | COc1ccccc1CCNC(=O)CCc1c(C)c2cc3c(C)coc3cc2oc1=O | 2% | -2% | 7%[10.9 µM] | ?
50 | COc1ccccc1N1CCN(S(=O)(=O)CC23CCC(CC2=O)C3(C)C)CC1 (stereo unspecified) | 7% | 0% | -4% | 0.0%

cpd | smiles | p53ts 32C kill | p53ts 39C kill | Peg3 imprint | IkB sig inh
51 | Cc1ccc(C)c(CN2C(=O)c3ccccc3S(=O)(=O)c3ccc(C(=O)NCCC4=CCCCC4)cc32)c1 | 23% | -6% | -14%[10.9 µM] | -1.3%
52 | Cn1nc(C(=O)Nc2ccc(F)c(Cl)c2)c2c1-c1ccccc1S(=O)(=O)C2 | -8% | -3% | -19%[10.9 µM] | -0.1%
53 | Fc1ccc2ncc3c(-c4ccccc4)n[nH]c3c2c1 | 15% | 0% | 2%[10.9 µM] | 5.5%
54 | COc1ccc(-c2cc(C(F)(F)F)nc(NCc3ccccc3)n2)cc1OC | 13% | -27% | -3%[10.9 µM] | -1.6%
55 | CCN1CCN(Cc2c(O)ccc3oc(C)c(C(=O)Nc4ccc(C)cc4C)c23)CC1 | 10% | 23% | -16%[10.9 µM] | ?
56 | c1ccc(Cc2nnc3sc(-c4ccncc4)nn23)cc1 | -1% | 8% | -4% | -2.7%
57 | COc1ccc(C(=O)Oc2ccc(C(c3c(C)[nH][nH]c3=O)c3c(C)[nH][nH]c3=O)cc2)cc1 | -5% | -3% | -11%[10.9 µM] | ?
58 | O=C(COc1ccc(F)cc1)Nc1ccccc1C(=O)OCc1cc(=O)n2ccsc2n1 | 3% | -8% | -18%[10.9 µM] | ?
59 | O=C(Nc1cccc(NC(=O)c2ccc(-c3ccc(Br)cc3)o2)c1)c1ccco1 | 2% | -12% | · | ·
60 | COc1ccc(CNc2oc(COc3cccc(C)c3)nc2C#N)cc1 | 23% | -20% | -8%[10.9 µM] | ?
61 | CCN1C(=O)c2cccc3c(N)ccc1c23 | -15% | -10% | -14% | 14%
62 | CN(C)S(=O)(=O)c1ccc2c(c1)N(CC(=O)N1CCC(C(N)=O)CC1)CCS2 | -1% | -8% | -5%[10.9 µM] | -0.1%
63 | CN(C)C(=O)N1CCC(C(=O)NCC2CCCO2)CC1 (stereo unspecified) | -1% | -8% | 0% | 1.9%
64 | CCN(CC)C(=O)Cc1cc(C(=O)O)c2ccccc2n1 | -3% | 3% | 7% | 0.9%
65 | CCOC(=O)c1cc(CNC(=O)c2c(C)oc3c2CCCC3)c(C)o1 | -8% | 10% | -9% | 0.9%
66 | COc1ccc(C(=O)N2CCC3(CC2)CCN(c2ccccc2)CC3)cc1 | 3% | -8% | · | 4.0%[11.4 µM]
67 | CCCN1C(=O)c2ccccc2NC1c1ccc(OC)cc1OC (stereo unspecified) | 5% | 3% | -7% | -0.3%
68 | COc1ccc(-c2nc(S(=O)(=O)c3ccc(Cl)cc3)c(N3CCCCCC3)o2)cc1 | -4% | 6% | -11%[10.9 µM] | ?
69 | CCC(C(=O)NCc1ccco1)n1nc(C)c2c(C)n(-c3ccc(C)cc3)nc2c1=O (stereo unspecified) | 3% | -19% | -9%[10.9 µM] | -0.5%
70 | COc1ccccc1N(CC(O)CN(c1ccccc1)S(C)(=O)=O)S(=O)(=O)c1ccccc1 (stereo unspecified) | -14% | 11% | -4% | 0.0%
71 | CC(=O)C(C)Oc1ccc2c3c(c(=O)oc2c1)CCCC3 (stereo unspecified) | -22% | -12% | -1% | -5.5%
72 | O=C(CCS(=O)(=O)c1cccs1)N1CCCC1 | -5% | 7% | -25% | -1.7%
73 | CCCSc1nnc(-c2ccccc2NC(=O)CC)c(=O)[nH]1 | -2% | -4% | 8% | -2.1%
74 | CN(C)CCNC(=O)c1ccc(-n2c(-c3ccccc3)cc3c2CCCC3)cc1 | 4% | 6% | -24%[10.9 µM] | ?
75 | CCCOc1ccc(CC2C(=O)Nc3ccc(Br)cc32)cc1 (stereo unspecified) | ? | 20µM* | -6%[10.9 µM] | -0.6%

cpd | smiles | p53ts 32C kill | p53ts 39C kill | Peg3 imprint | IkB sig inh
76 | CC1Cc2nc(SCC(=O)N3CCCC3)n(C)c(=O)c2S1 (stereo unspecified) | 3% | 12% | -4% | 1.4%
77 | CNC(=O)CSc1nnc(-c2cccnc2)n1CCc1ccccc1 | -24% | 1% | 1% | 1.6%
78 | CC1CCN(S(=O)(=O)c2cccc(C(N)=O)c2)CC1 | 9% | -9% | -5% | 0.6%
79 | C/C(=N/NC(=O)CN1CCN(Cc2ccccc2Cl)CC1)c1ccncc1 | -15% | -4% | · | ·
80 | C=Cn1ccnc1P(=S)(c1ccc2c(c1)c1ccccc1n2CC)c1nccn1C=C | 19% | -8% | -14% | 2.8%

Not a hit list. About 1.7% of those tested had a hit in this group.
